# Compound activity as filed in PubChem.
# Calpain2 inh = blocks pig calpain II enzyme activity; AID 1236; inhibition, % at 16 µM; actives 0.37% (n = 220,000); purified calpain II, fluorogenic peptide substrate, 30 min;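 active = inhibition above about 50%, limit read from the data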
# PPC-1+TRAIL kill = kills PPC-1 cancer cells in the presence of TRAIL. PPC-1 cells + TRAIL, ATPLite viability luminescence. cell killing (% activity), % at 4 µM. AID 1443. actives 0.41% (n = 220,000);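 active = cell killing above 50% in the first pass at 4 µM, then a duplicate retest at 5 µM averaging 50% or more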;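 note: plate controls were cells with TRAIL plus DMSO for no effect and medium-only wells lacking cells for full effect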
# Furin inhibitor = blocks human furin protease activity. purified furin, fluorogenic substrate cleavage. inhibition, % at 30 µM. actives 0.061% (n = 220,000); in the data active = inhibition above about 25%; note: inactives centre near -15
# KCC2 mod = KCC2 (human) Cl- transport modulation | AID 1456 | B-score of Tl+ flux slope (higher = more flux/activation; lower = inhibition) at 10 µM | KCC2 cells, thallium flux FluoZin-2 fluorescence | actives 2.2% (n = 190,000);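 active = thallium flux slope and its plate-corrected score both differing from the plate sample mean at a set confidence after two filtering rounds, in either direction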;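 note: slope of fluorescence scaled to starting intensity during 10 to 20 s after thallium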
# TRPML3 ag = agonists of human TRPML3 channel; activation, % at 3 µM; Q8TDD5; HEK293 TRPML3-YFP, Fluo-8 calcium fluorescence; 100% = the carbachol control signal; actives 0.29% (n = 220,000); AID 1448;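 active = activation above its plate's cutoff, the mean activation of the plate's test wells plus 3 SD, cut at about 12% in these data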;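 note: 0% = DMSO only wells and 100% = carbachol wells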
# Target sequence (Q8TDD5 whole entry, looked up): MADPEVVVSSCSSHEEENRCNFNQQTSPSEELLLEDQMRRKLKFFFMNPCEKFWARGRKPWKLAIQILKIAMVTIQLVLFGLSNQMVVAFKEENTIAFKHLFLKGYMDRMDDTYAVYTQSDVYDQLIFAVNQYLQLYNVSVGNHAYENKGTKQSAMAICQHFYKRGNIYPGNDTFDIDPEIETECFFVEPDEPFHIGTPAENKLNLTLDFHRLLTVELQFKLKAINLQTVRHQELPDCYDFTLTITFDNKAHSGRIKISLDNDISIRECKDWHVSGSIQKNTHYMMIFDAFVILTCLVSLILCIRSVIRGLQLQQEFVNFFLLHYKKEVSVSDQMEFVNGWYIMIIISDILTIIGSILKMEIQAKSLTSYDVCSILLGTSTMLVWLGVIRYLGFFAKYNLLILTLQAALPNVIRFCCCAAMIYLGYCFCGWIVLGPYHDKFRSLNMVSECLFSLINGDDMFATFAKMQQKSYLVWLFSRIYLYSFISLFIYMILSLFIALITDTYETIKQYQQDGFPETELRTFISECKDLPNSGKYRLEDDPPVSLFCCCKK
#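 Test system: TRPML3-YFP stable HEK293 cells. Doses: single point at 3 µM. Incubation: dye loading 1 h 37 °C then 30 min ambient, 125 s read. Signal: Fluo-8 calcium dye fluorescence, ex 470-495, em 515-575 nm. Measure: percent activation from peak-to-basal fluorescence ratio, scaled between DMSO and carbachol.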
# TbHK1 inh = T. brucei hexokinase 1 inhibition; recombinant TbHK1, G6PDH-coupled NADH A340; inhibition, % at 10 µM; actives 0.11% (n = 220,000);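 active = inhibition of 50% or more in the single-dose primary screen; inactive = inhibition below 50%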
# TRPN1 ag = zebrafish TRPN1 (NompC) channel agonism; actives 0.18% (n = 220,000); HEK293 zebrafish TRPN1-YFP, Fluo-8 calcium fluorescence; 100% = response to 87 µM carbachol; activation, % at 3 µM;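 active = activation above its plate's cutoff, the mean activation of test wells on that plate plus 3 SD, cut at about 19% in these data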;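 note: 0% = DMSO alone and 100% = 87 µM carbachol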
#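 System: zebrafish TRPN1-YFP in HEK293 cells / Dosing: 3 µM single point / Timing: dye loading 1 h at 37 °C, then 30 min room temperature / Signal: Fluo-8 calcium fluorescence, excitation 470-495 nm, emission 515-575 nm / Read-out basis: percent activation from peak over basal fluorescence ratio, control-normalized / Control set: high carbachol 87 µM, low DMSO alone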
# thrombin 1536 = thrombin (human) inhibition; P00734; alpha-thrombin, Boc-VPR-AMC fluorogenic substrate cleavage; inhibition, % at 5 µM; actives 0.26% (n = 220,000);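 active = inhibition at or above 40%; inactive = inhibition below 40%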;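 note: 0% = enzyme with no compound and 100% = wells without enzyme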
#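 System: Human alpha-thrombin protein | Medium: pH 7.5 Tris (50 mM) with NaCl 150 mM, Tween 20 0.05% | Times: Enzyme reaction carried out at room temperature | Detection: AMC fluorescence, 355/460 nm | Evaluation: Percent inhibition scaled between no-compound controls and no-enzyme blanks | Benchmarks: Enzyme without compound as high, wells lacking enzyme as low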
# EBV gp42 block = inhibitors of Epstein-Barr virus glycoprotein 42; Q1HVG2; Fluorescence polarization binding assay, mP read-out; inhibition, % (tested at 21.74 µM); actives 0.42% (n = 220,000); AID 1085; in the data active = inhibition above about 50%
# Target sequence (Q1HVG2 whole entry, looked up): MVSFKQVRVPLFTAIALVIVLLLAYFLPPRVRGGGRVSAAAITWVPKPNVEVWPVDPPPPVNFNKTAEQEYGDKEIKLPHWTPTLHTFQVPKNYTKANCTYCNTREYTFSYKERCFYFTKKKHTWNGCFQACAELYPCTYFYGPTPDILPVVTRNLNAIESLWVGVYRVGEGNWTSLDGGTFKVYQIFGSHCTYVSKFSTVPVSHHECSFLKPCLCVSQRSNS
# The depositor's hits bear a star; i = inactive; / = not tested or not shown; [ ] = another dose, or the depositor's remark.
# A first look:
compound	Calpain2 inh	PPC-1+TRAIL kill	Furin inhibitor	KCC2 mod	TRPML3 ag	TbHK1 inh	TRPN1 ag	thrombin 1536	EBV gp42 block
Cc1nn(CCc2n[nH]c(=S)n2C)c(C)c1Br	-43	16	-18[20 µM]	-0.22	-0.1	6	0.4	-4	-3
CCOc1ccc(-c2ncncc2-c2ccc(OC)cc2)c(O)c1	-17	20	-11	-0.62	0.3	25	0.1	3	-6
CNC(=O)c1snnc1-c1ccccc1	13	1	-15[20 µM]	0.092	0.5	33	-0.7	32	-18
CCCCNc1nc2ccccc2n1CC(=O)N1CCc2ccccc2C1	-1	8	-11	-1.3	-0.3	6	-0.9	1	-9
N#Cc1c(NC(=O)CN2CCOCC2)oc(-c2ccccc2)c1-c1ccccc1	-16	-3	-11[20 µM]	-0.38	-0.2	-13	-1.4	-7	2

# Results, previewed entries included:
compound	Calpain2 inh	PPC-1+TRAIL kill	Furin inhibitor	KCC2 mod	TRPML3 ag	TbHK1 inh	TRPN1 ag	thrombin 1536	EBV gp42 block
Cc1nn(CCc2n[nH]c(=S)n2C)c(C)c1Br	-43	16	-18[20 µM]	-0.22	-0.1	6	0.4	-4	-3
CCOc1ccc(-c2ncncc2-c2ccc(OC)cc2)c(O)c1	-17	20	-11	-0.62	0.3	25	0.1	3	-6
CNC(=O)c1snnc1-c1ccccc1	13	1	-15[20 µM]	0.092	0.5	33	-0.7	32	-18
CCCCNc1nc2ccccc2n1CC(=O)N1CCc2ccccc2C1	-1	8	-11	-1.3	-0.3	6	-0.9	1	-9
N#Cc1c(NC(=O)CN2CCOCC2)oc(-c2ccccc2)c1-c1ccccc1	-16	-3	-11[20 µM]	-0.38	-0.2	-13	-1.4	-7	2
COc1ccc(C2CC(=O)C=C(O)C2)cc1 (centres undefined)	3	18	-19	-0.39	0.8	1	-0.8	-4	-1
Cc1cc(C)c(S(=O)(=O)N2CCOC2CNC(=O)C(=O)NCCc2c[nH]c3ccccc23)c(C)c1 (centres undefined)	-34	-20	-7	-1.9	0.4	2	1.1	2	-15
Cn1nc(-c2ccc(Cl)cc2)c2cc(C(=O)NCCCN3CCCC3)sc21	-396	1	-40	/	0.5	-6	2.5	1	-18
COC(=O)C1CCN(c2cnccn2)CC1	5	1	-18	/	0.6	-4	1.7	3	-14
Cc1ccc(NC(=O)c2nc3nccc(C)n3n2)c(C)c1	0	27	-33	0.99	0.8	0	2.6	-24	-6
CCC1c2ccc(C)n2CCN1C(=O)Nc1cc(Cl)ccc1OC (centres undefined)	3	-27	-22[20 µM]	-0.85	0.5	-1	-1.1	1	-21
CC1Cc2ccccc2N1S(=O)(=O)c1cccc(C(=O)NC2CC2)c1 (centres undefined)	-4	14	-19	-0.41	1.0	2	1.8	2	-7
O=C(O)CSCC(=O)NCc1ccc(Cl)cc1	19	8	-22	0.57	1.1	5	0.2	-2	-8
COc1ccccc1Oc1ccccc1C(=O)O	5	19	-12[20 µM]	0.97	-0.5	5	1.3	1	1
COc1ccc(Oc2nccc(-c3ccc(Cl)cc3)n2)cc1	4	6	-13[20 µM]	-0.15	0.8	0	-0.4	1	-14
CC(C)CC(NC(=O)C1CCCCC1)C(=O)NCc1ccccn1 (centres undefined)	-12	2	-17	0.011	0.6	3	0.2	0	-10
c1ccc(OCc2nnc3sc(-c4cccs4)nn23)cc1	-57	18	-8	-0.27	0.0	8	-0.2	1	-18
CCC(C)[C@H](NC(=O)NCc1ccc(Cl)cc1)C(=O)O (some centres undefined)	12	0	-15	0.0081	0.5	-5	0.1	0	-11
CCCn1c(=O)c2c(C(=O)OCC)cc(-c3ccco3)nc2n(CCC)c1=O	i	26	-33[20 µM]	-2.1	0.3	-29	0.3	-21	-20
CC(=O)Oc1ccc(N2C(=O)C3C4C=CC(CC4)C3C2=O)cc1[N+](=O)[O-] (centres undefined)	7	37	-9	0.74	-0.8	-4	0.1	-4	-19
O=C(/C=C/c1ccccc1)OCc1cnc(Cl)s1	-29	1	-5	/	-0.8	-3	-0.5	1	4
COC(=O)C(Cc1c[nH]c2ccccc12)NC(=O)C(C)C (centres undefined)	-50	-9	-25[20 µM]	1.4	-0.2	0	-1.5	-4	1
Cc1ccc(-n2c(=O)c3sccc3n(Cc3cc(=O)n4ccccc4n3)c2=O)cc1F	-44	10	-26	-0.21	0.8	-10	-0.7	-7	5
O=C1CCCN1c1ccc(S(=O)(=O)NCCc2ccc(Cl)cc2)cc1	12	-15	-21[20 µM]	/	1.2	0	5.2	-2	-1
O=C(NC(=S)Nc1ccccc1N1CCCC1)c1ccc(F)cc1	4	19	-41	16*	1.9	-3	2.2	0	-1
O=C(Nc1cccc(C(F)(F)F)c1)Oc1ccc(Cl)c2cccnc12	15	14	-12	14*	2.9	6	12	0	-19
c1ccc(OCc2nn3c(-c4cccnc4)nnc3s2)cc1	-15	13	-16	0.37	0.4	-10	-0.1	4	-7
CC12CCC(C(=O)N(CC(O)CN3CCCCCC3)C1=O)C2(C)C (centres undefined)	21	8	-20	-0.11	1.0	-3	2.0	-2	-5
COC(=O)c1ccc(NC(=O)CCS(=O)(=O)c2ccc(Br)s2)cc1	21	10	-31[20 µM]	-0.57	0.2	2	-0.2	0	6
CN/N=C(\Cc1nc2ccccc2[nH]1)c1ccc([N+](=O)[O-])cc1	-58	12	-22	1.4	1.4	-4	1.6	-2	8
CCOc1cc(NC(=O)c2cccs2)c(OCC)cc1NC(=O)CCC(=O)NCC1CCCO1 (centres undefined)	41	-6	-25	-0.079	0.3	-7	0.6	-10	-12
O=C(CSc1c[nH]c2ccccc12)NCc1ccc2c(c1)OCO2	-28	11	-18	/	-0.9	2	-0.2	0	-15
C/C(=N\N=C(/N)SC1CC(=O)N(c2ccc(Cl)cc2)C1=O)c1cccs1 (centres undefined)	-69	16	-3[20 µM]	-0.41	1.7	-7	0.7	0	7
CCOC(=O)C1C(c2ccc([N+](=O)[O-])cc2)C2C(=O)NN=C2CC1(C)O (centres undefined)	-19	11	-21	0.47	1.8	-12	0.7	-3	-8
COC(=O)[C@@H](NC(=O)Nc1ccc(OC)cc1)C(C)C	4	33	-4	0.078	-0.1	-1	-0.3	-4	3
COC(=O)c1c(C)[nH]c(C(=O)/C=C/c2ccccc2F)c1C	-3	8	-15	0	0.7	-27	2.2	-1	-13
O=C(CSc1nnnn1-c1ccc(O)cc1)Nc1ccc(N2CCOCC2)c(Cl)c1	9	19	-16[20 µM]	/	0.1	2	1.4	2	-10
COc1cc(/C=C/C(=O)c2ccc(NS(=O)(=O)c3ccc(C)cc3)cc2)cc(OC)c1O	1	1	-12	-0.052	1.9	-22	3.3	-5	-32
NC(=O)[C@H]1CC2(CC(c3cccc(NC(=O)[C@H]4CCC(=O)N4)c3)=NO2)CN1C(=O)c1cc([N+](=O)[O-])cc([N+](=O)[O-])c1 (some centres undefined)	-19	19	-30	0.75	/	-8	/	4	-11
CCOC(=O)CC(=O)CSc1nnc2sc3ccccc3n12	14	-29	-11	/	-0.1	-3	-0.1	0	-3
O=C(NCCCN1CCN(c2ccccc2F)CC1)C1CCCN(S(=O)(=O)c2cnc[nH]2)C1 (centres undefined)	-38	-2	-13	-1.8	-0.2	6	0.6	-3	-16
COc1ccc(NC(=O)CN2CCN(c3ccccc3F)CC2)cc1	-2	-8	-20[20 µM]	-0.37	-0.2	1	-0.4	-2	-19
Cc1cc(C(=O)N/N=C/C(Cl)=C/c2ccccc2)c(C)o1	-23	9	-23	0.98	-0.2	-20	-1.5	-12	-9
CCOC(=O)CSc1nc(C)c2ccc(C)cc2n1	-5	17	-2[20 µM]	0.01	-0.3	-2	-1.2	0	-26
O=C(NCC1CCCO1)c1cc(-c2ccncc2)nc2ccc(S(=O)(=O)N3CCOCC3)cc12 (centres undefined)	-14	8	-15[20 µM]	0.18	-0.9	-15	0.3	1	-14
COc1cc(/C=C/C(=O)c2ccc(F)cc2)cc(OC)c1OC	0	35	-12	-2.1	-0.6	-18	-1.5	-5	-7
Cc1ccnc(NC(=O)Cc2ccc([N+](=O)[O-])cc2)c1	-4	3	-16	0.63	-0.2	-2	-0.8	-3	-16
Cc1nc(C2CCC3C4CCC5=CC(=O)CC[C@]5(C)C4CC[C@]23C)cs1 (some centres undefined)	13	12	-28	/	0.7	-8	2.1	-2	-6
CCCCNC(=O)CC1C(=O)N(Cc2ccccc2)C(C)c2nc3ccccc3n21 (centres undefined)	-29	9	-20	/	0.1	-2	0.8	-5	-3
Cc1ccc(C(=O)N2CCN=C2SCc2ccc([N+](=O)[O-])cc2)cc1	7	9	-11	-0.18	1.4	-1	-1.0	-2	-19
Cc1cc(/C=C(\C#N)C(=O)O)c(C)n1C1CC1	32	7	-4	0.46	-0.2	-31	0.8	9	0
Cc1cc2ccccc2n2c(SCC(=O)Nc3ccc(S(=O)(=O)N4CCCCC4)cc3)nnc12	-52	14	-9	0.54	0.4	-20	-0.1	-1	7
CCC(=O)Nc1ccc2nc(C)n(Cc3ccccc3Cl)c(=O)c2c1	-6	10	-18[20 µM]	-1.2	0.9	-8	0.4	-8	2
COc1ccccc1-c1cc(C(F)(F)F)n2ncc(S(=O)(=O)c3ccccc3)c2n1	-27	23	-22[20 µM]	-1.4	0.2	-1	0.9	-10	11
Cc1cccc(C)c1NC(=O)C(C)c1ccc(-c2ccccc2)c(F)c1 (centres undefined)	32	23	7[20 µM]	-1.3	0.1	3	-0.6	4	-8
COc1ccccc1NC(=O)CC(c1ccc(OC(C)C)cc1)c1ccccc1OC (centres undefined)	-20	22	-7	0.011	-0.8	9	-0.3	1	70*
COc1ccc([N+](=O)[O-])cc1NC(=O)CCN1CCN(CCO)CC1	-7	23	-8	1.2	1.0	-9	2.3	-2	-1
COC(=O)/C(=N/Nc1ccccc1OC)N1CCCc2ccccc21	29	22	-2	-1.1	-1.3	-8	-2.7	-3	-21
Cc1nc(-c2cccc(NS(=O)(=O)c3ccc4ccccc4c3)c2)cs1	-16	3	-28[20 µM]	-1.1	0.2	10	-0.2	2	-26
O=C(O)C1C(c2ccccc2)C(C(=O)OCc2ccco2)C1c1ccccc1 (centres undefined)	-23	14	-13	-0.23	1.2	10	0.3	0	-8
CCOC(=O)CNC(=O)c1cccnc1	9	8	-20[20 µM]	0.062	0.5	0	0.5	-5	-9
Cc1ccc(N(CN2C(=O)NC(C)(C)C2=O)CN2C(=O)NC(C)(C)C2=O)cc1	-3	16	-7	0.35	0.3	8	-0.9	-5	-23

# Three entries already listed, sorted by length of the SMILES, high to low.
compound	Calpain2 inh	PPC-1+TRAIL kill	Furin inhibitor	KCC2 mod	TRPML3 ag	TbHK1 inh	TRPN1 ag	thrombin 1536	EBV gp42 block
C/C(=N\N=C(/N)SC1CC(=O)N(c2ccc(Cl)cc2)C1=O)c1cccs1 (centres undefined)	-69	16	-3[20 µM]	-0.41	1.7	-7	0.7	0	7
CCCn1c(=O)c2c(C(=O)OCC)cc(-c3ccco3)nc2n(CCC)c1=O	i	26	-33[20 µM]	-2.1	0.3	-29	0.3	-21	-20
COc1cc(/C=C/C(=O)c2ccc(F)cc2)cc(OC)c1OC	0	35	-12	-2.1	-0.6	-18	-1.5	-5	-7
